N370S GC mod = inhibitors or activators of N370S glucocerebrosidase for Gaucher disease | P04062 | N370S GC spleen homogenate, 4MU-glucoside fluorescence | Potency, µM (top dose mostly 59.4 µM), for inactives: top-dose activity change, negative = inhibition, most hits filed as inhibitors | 330,000 tested, 0.092% active;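 also: 0% = full enzyme activity and -100% = no enzyme basal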
DT40 TDP1 no CPT = qHTS for Inhibitors of human tyrosyl-DNA phosphodiesterase 1 (TDP1): qHTS in cells in absence of CPT; DT40 Tdp1-/- hTDP1 cells, no CPT, ATP luminescence, 48 h; Potency, µM (highest dose often 46.2 µM), for the others: top-dose activity change, negative = growth inhibition, usual class: inhibitors; 420,000 tested, 15% active; AID 686978, 2013; also: nearly all actives have a fitted effect of over 55% in size
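No-CPT arm: Tdp1-/-;hTDP1 DT40 cells (400/well) plus compounds, incubated ≥48 hr at 37 °C. Readout CellTiter-Glo luminescence.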
TDP1 block = blocks human tyrosyl-DNA phosphodiesterase 1 | Q9NUW8 | recombinant TDP1, AlphaScreen DNA substrate cleavage | Potency, µM (titrated, usually from 130 µM), for the others: top-dose activity change, negative = inhibition, hits mostly inhibitors | 350,000 tested, 0.28% active | AID 485290; also: nearly all actives have a fitted effect of over 40% in size
Target sequence (Q9NUW8 whole entry, looked up): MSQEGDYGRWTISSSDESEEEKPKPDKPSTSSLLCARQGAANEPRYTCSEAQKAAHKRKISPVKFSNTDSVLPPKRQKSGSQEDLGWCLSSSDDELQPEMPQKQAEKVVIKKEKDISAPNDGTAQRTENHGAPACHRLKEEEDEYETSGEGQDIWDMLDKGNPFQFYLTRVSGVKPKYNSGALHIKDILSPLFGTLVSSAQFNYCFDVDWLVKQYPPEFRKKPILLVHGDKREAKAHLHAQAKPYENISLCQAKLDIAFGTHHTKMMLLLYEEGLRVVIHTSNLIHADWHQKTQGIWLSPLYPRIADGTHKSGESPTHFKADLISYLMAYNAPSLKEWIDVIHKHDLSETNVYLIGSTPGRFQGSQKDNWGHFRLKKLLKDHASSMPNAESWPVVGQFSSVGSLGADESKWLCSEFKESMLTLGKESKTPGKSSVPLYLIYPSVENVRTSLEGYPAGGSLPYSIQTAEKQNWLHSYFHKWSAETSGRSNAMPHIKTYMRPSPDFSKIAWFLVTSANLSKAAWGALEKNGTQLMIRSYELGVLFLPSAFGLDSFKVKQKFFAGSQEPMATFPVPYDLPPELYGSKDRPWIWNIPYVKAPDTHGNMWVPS
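Here, a 5' biotin and 3' phosphotyrosine-FITC DNA oligonucleotide reports Tdp1 activity: intact substrate bridges AlphaScreen beads, while cleavage leaves a 3' phosphate and drops signal. All incubations at room temperature.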
The depositor's hits bear a star; [ ] = another dose, or the depositor's remark. Calls follow the shape of the dose curve; as a rule, active = well fitted curve in the direction sought with a large enough effect; inconclusive = small, poorly fitted or top-dose-only effect, or another doubt; inactive = no such curve, though single readings can be large; an effect the other way counts as inactive or inconclusive. Unless noted, % is scaled to controls: 0 for no effect and ±100 for the full control effect; potency is read from the fitted curve at half-maximal effect. These rows are one share of the data. The share of hits here may be higher or lower than overall.

Screening C[C@@H]1OC2C3=C(C(=O)[C@H]4O[C@@H]4[C@H]3O)[C@@H]1[C@H]1[C@H](C)OC=C3[C@H](O)[C@H]4O[C@H]4/C(=N\OCc4ccccc4)[C@@]321 returned N370S GC mod -1%[12.8 µM] and TDP1 block 2%[21 µM].
`CC(C)NC(=O)COC(=O)c1ccccc1CSC1=NCCS1` gave N370S GC mod -12%, DT40 TDP1 no CPT -21% and TDP1 block -6%.
Screening O=C(Cn1cnc2cc([N+](=O)[O-])ccc2c1=O)Nc1ccc(N2CCOCC2)cc1 returned N370S GC mod 2%, DT40 TDP1 no CPT -17% and TDP1 block 5%.
For O=C(c1csnn1)N1CCC2(CCCN(Cc3ccccc3)C2)CC1 the results were N370S GC mod 4% and DT40 TDP1 no CPT 3%.
`Cc1cccc(/C=C/C(=O)c2cc(Br)ccc(=O)c2O)c1` gave N370S GC mod -6%, DT40 TDP1 no CPT 3.3µM* and TDP1 block 8%.
Cc1cc(C(=O)C(C)Cl)c(C)n1Cc1ccco1 (configuration not stated) was read as N370S GC mod 9%, DT40 TDP1 no CPT inconclusive and TDP1 block -6%.
For COc1ccccc1C(=O)C1CCCN(C(=O)c2ccccc2C(C)=O)C1 (configuration not stated) the results were N370S GC mod -8% and DT40 TDP1 no CPT -11%.
`COc1ccc(NC(=O)CN2CCC(C(N)=O)(N3CCCCC3)CC2)c(OC)c1` gave N370S GC mod 3%, DT40 TDP1 no CPT 5% and TDP1 block -1%.
`Cc1ccc(-n2cc(-c3ccccc3)c3c(N4CCOCC4)ncnc32)cc1` gave N370S GC mod -18%, DT40 TDP1 no CPT inconclusive and TDP1 block 5%.
For CCOc1c(OC(C)=O)ccc(/C=C2\N=C(SCC)SC2=O)c1[N+](=O)[O-] the results were N370S GC mod 0%, DT40 TDP1 no CPT -15% and TDP1 block 2%.
`C/C(=N\N=C1\NC(=O)C(CC(=O)NCc2ccccc2)S1)C(C)C` (configuration not stated) gave N370S GC mod -14%, DT40 TDP1 no CPT 17% and TDP1 block 3%.
Cc1c([N+](=O)[O-])cc(S(=O)(=O)Nc2ccc(-c3ccc(N4CCCC4)nn3)cc2)cc1[N+](=O)[O-] was read as N370S GC mod -9%, DT40 TDP1 no CPT 11% and TDP1 block 2%.
Cc1cc(C(=O)CN2C(=O)C(=O)N(Cc3ccccc3)C2=O)c(C)n1CC1COc2ccccc2O1 (configuration not stated) was read as N370S GC mod 4%, DT40 TDP1 no CPT 18µM* and TDP1 block 0%.
`COc1cc(C(=O)Nc2ccc3c(c2)OCO3)ccc1OCc1c(C)noc1C` gave N370S GC mod -2%, DT40 TDP1 no CPT -28% and TDP1 block 5%.
Cc1c(C(=O)O)[nH]c2c1C(=O)CC(c1ccc(C(C)(C)C)cc1)C2 (configuration not stated) was read as N370S GC mod -10% and DT40 TDP1 no CPT 22%.
For COc1cccc2c1Oc1ncccc1N(c1ccc(C(=O)NCc3cccc(C)c3)s1)C2 the results were DT40 TDP1 no CPT inconclusive and TDP1 block -3%.
COC(=O)C1(C(C[N+](=O)[O-])c2ccco2)C(=O)NCC1c1ccccc1 (configuration not stated) was read as N370S GC mod -2% and DT40 TDP1 no CPT -10%.
Screening O=C(c1cc(-c2ccccc2O)on1)N1CCOCC1 returned N370S GC mod 1%, DT40 TDP1 no CPT -4% and TDP1 block 4%.
`Cn1cc(C(=O)NCCc2ccc(Cl)cc2)c(=O)c2cc(S(=O)(=O)N3CCOCC3)ccc21` gave DT40 TDP1 no CPT 0% and TDP1 block 2%.
`CCCCC#CC1C=CC(Oc2cc(OC)c(OC)c(OC)c2)C(COC(=O)OCC)O1` (configuration not stated) gave N370S GC mod 4%[12.8 µM] and TDP1 block 3%[21 µM].
`COC(=O)c1ccc(NC(=O)C2CCCN2C(=O)OCc2ccccc2)cc1` (configuration not stated) gave N370S GC mod 5%, DT40 TDP1 no CPT -8% and TDP1 block 2%.
CCN(C(=O)COC(=O)c1ccccc1SCC(=O)N1CCCC1)C1CCS(=O)(=O)C1 (configuration not stated) was read as N370S GC mod -3%, DT40 TDP1 no CPT -4% and TDP1 block 0%[0.505 µM].
CCOCCCn1c(SCC(=O)NCc2ccc3c(c2)OCO3)nc2ccccc2c1=O was read as N370S GC mod 3%, DT40 TDP1 no CPT inconclusive and TDP1 block 0%.
CC(=O)Nc1ccc(NC(=O)CN(c2cc(Cl)ccc2Cl)S(C)(=O)=O)cc1 was read as N370S GC mod 3%, DT40 TDP1 no CPT 4% and TDP1 block 3%.

In the list so far, 2 contain a furan ring, fused or not:
Cc1cc(C(=O)C(C)Cl)c(C)n1Cc1ccco1 (configuration not stated) was read as N370S GC mod 9%, DT40 TDP1 no CPT inconclusive and TDP1 block -6%.
COC(=O)C1(C(C[N+](=O)[O-])c2ccco2)C(=O)NCC1c1ccccc1 (configuration not stated) was read as N370S GC mod -2% and DT40 TDP1 no CPT -10%.

Remaining list, next part.
For COC(=O)C(Cc1ccc(O)cc1)NC(=O)CCc1ccco1 (configuration not stated) the results were N370S GC mod -9%, DT40 TDP1 no CPT -21% and TDP1 block -1%.
`COc1cccc(NC(=O)CSC2=Nc3ccccc3C3=NC(CC(=O)NCc4cccs4)C(=O)N23)c1` (configuration not stated) gave DT40 TDP1 no CPT inconclusive and TDP1 block 0%.
For Cc1cc(C)nc(N2CCC(C(=O)NCCc3ccc(Cl)cc3)CC2)n1 the results were N370S GC mod -4%, DT40 TDP1 no CPT inconclusive and TDP1 block -9%.
CN(Cc1nc2ccccc2c(=O)[nH]1)C(=O)C1CC(=O)N(c2cccc3ccccc23)C1 (configuration not stated) was read as DT40 TDP1 no CPT inconclusive and TDP1 block 1%.
For Cc1cccc2nc(COc3ccc(-c4ccccc4)cc3)cn12 the results were N370S GC mod -18% and TDP1 block 5%.
For COc1ccc(C(CNC(=O)CCNC(=O)c2ccccc2OC)N2CCCC2)cc1 (configuration not stated) the results were N370S GC mod -1% and DT40 TDP1 no CPT -12%.
COc1cc(OC)c(/C=N/n2c(C)nnc2C)c(OC)c1 was read as N370S GC mod 3%, DT40 TDP1 no CPT inconclusive and TDP1 block -1%.
`Cc1ccc(C)c(CSCC(=O)NCc2cccs2)c1` gave N370S GC mod 1%, DT40 TDP1 no CPT -4% and TDP1 block 2%.
`Cc1ccc(NC(=O)CCS(=O)(=O)c2cc3c4c(c2)CCN4C(=O)CC3)c(C)c1` gave DT40 TDP1 no CPT -13% and TDP1 block 8%.
Screening Cc1ccc(S(=O)(=O)CCC(=O)NC2CCCC2)cc1 returned N370S GC mod -4%, DT40 TDP1 no CPT 13% and TDP1 block 3%.
Screening O=C(Nc1ccccc1)Nc1snnc1C(=O)Nc1cccc(O)c1 returned N370S GC mod 5%, DT40 TDP1 no CPT inconclusive and TDP1 block 5%.
Screening O=c1[nH]c(CSc2ncc(C(F)(F)F)cc2Cl)nc2cc(C(F)(F)F)ccc12 returned N370S GC mod -4%, DT40 TDP1 no CPT -28% and TDP1 block 4%.
`O=C(CN1CCCCCC1)N1c2ccccc2C=Cc2ccccc21` gave N370S GC mod -2%, DT40 TDP1 no CPT inconclusive and TDP1 block 2%.
Screening Nc1nc(CSc2nnc(-c3cccc(F)c3)n2-c2ccccc2)nc(N2CCOCC2)n1 returned N370S GC mod 5%, DT40 TDP1 no CPT -22% and TDP1 block 5%.
`Cc1ccc(NC(=O)CN(C)C(=O)c2cc3ccccc3o2)cc1` gave N370S GC mod 9%, DT40 TDP1 no CPT inconclusive and TDP1 block 5%.
Screening COCCN(CCOC)C(=O)c1ccc(CSc2nc3ccccc3s2)cc1 returned N370S GC mod -12%, DT40 TDP1 no CPT inconclusive and TDP1 block 3%.
CC(=O)Nc1sc(C)c(C)c1C(=O)OCC(=O)Nc1ccc(S(N)(=O)=O)cc1 was read as DT40 TDP1 no CPT -4% and TDP1 block -5%.
Screening Cc1ccc(NC(=O)CCN2C(=O)c3ccccc3C2=O)c(C)c1 returned N370S GC mod 2% and DT40 TDP1 no CPT 13%.
Screening FC(F)(F)c1cc(-c2ccco2)nc(-n2cnc3ccccc32)n1 returned N370S GC mod 6%, DT40 TDP1 no CPT -17% and TDP1 block 6%.
For CC(C)(C)C(=O)Nc1nnc(CCc2ccccc2)s1 the results were N370S GC mod 13%, DT40 TDP1 no CPT -5% and TDP1 block 2%.
`CCCN(CC(=O)Nc1ccccc1C)C(=O)CSc1ccccc1C` gave DT40 TDP1 no CPT -9% and TDP1 block 0%.
Screening Cc1ccc(Nc2c(-c3cccs3)nc3nc(C)cc(C)n23)cc1 returned DT40 TDP1 no CPT inconclusive and TDP1 block -2%[12.3 µM].
`O=C(Nc1cccc(-c2cnc3ccccc3n2)c1)C1CC(=O)N(c2ccccc2)C1` (configuration not stated) gave N370S GC mod 3%, DT40 TDP1 no CPT 23µM* and TDP1 block 3%.
Cc1cc(C)cc(NC(=O)C2CCN(c3nnc(-n4c(C)ccc4C)s3)CC2)c1 was read as DT40 TDP1 no CPT inconclusive and TDP1 block 5%.
For O=C(Nc1cccc(C(=O)N2CCOCC2)c1)c1ccccc1Cl the results were N370S GC mod -7%, DT40 TDP1 no CPT -12% and TDP1 block 1%.
Cc1c(NC(=O)COc2ccc3ccc(=O)oc3c2)c(=O)n(-c2ccccc2)n1C was read as N370S GC mod inconclusive, DT40 TDP1 no CPT -18% and TDP1 block 1%.
For C=CCn1cc(-c2ccc(Cl)cc2)cc(C#N)c1=O the results were N370S GC mod inconclusive, DT40 TDP1 no CPT -1% and TDP1 block 5%.
Screening CCS(=O)(=O)N1CCN(C(=O)C(c2ccccc2)c2ccccc2)CC1 returned N370S GC mod 4%, DT40 TDP1 no CPT 4% and TDP1 block 5%.
CN(C)CCN(Cc1ccccc1)S(=O)(=O)c1ccc(-c2cc(C(F)(F)F)on2)s1 was read as DT40 TDP1 no CPT 12µM* and TDP1 block 3%.
For O=C(NC1CCCC1)C(c1ccncc1)N(C(=O)c1csnn1)c1ccc(F)c(Cl)c1 (configuration not stated) the results were N370S GC mod -2%, DT40 TDP1 no CPT 6% and TDP1 block 12%.
Screening COc1cccc(N2CCN(S(=O)(=O)c3cccc4nsnc34)CC2)c1 returned N370S GC mod -2%, DT40 TDP1 no CPT -2% and TDP1 block 11%.
For Cc1cc(=O)nc2c3ccccc3n(C(C)C(=O)Nc3cc(F)ccc3F)n12 (configuration not stated) the results were N370S GC mod 6% and DT40 TDP1 no CPT -8%.
For O/N=C/c1cc(Cl)ccc1OCc1cccc2ccccc12 the results were N370S GC mod 9% and TDP1 block -2%.
Screening COc1cccc(CNC(=O)C(=O)NCC(c2cccs2)S(=O)(=O)c2cccs2)c1 (configuration not stated) returned DT40 TDP1 no CPT 21µM* and TDP1 block -5%.
COc1cccc(CNC(=O)c2cc(S(=O)(=O)N3CCOCC3)ccc2N2CCCC2)c1 was read as DT40 TDP1 no CPT inconclusive and TDP1 block 1%.
For COCCNC(=O)c1ccc(CS(=O)(=O)c2ccc(Cl)cc2)o1 the results were N370S GC mod 0%, DT40 TDP1 no CPT 3% and TDP1 block 7%.
Screening Cn1c(N)c(C(=O)COC(=O)c2ccc(OC(F)F)cc2)c(=O)n(C)c1=O returned DT40 TDP1 no CPT inconclusive and TDP1 block 3%.
O=C(CSC1=Nc2ccccc2C2=NC(CCC(=O)NC3CCCCC3)C(=O)N12)Nc1cccc(C(F)(F)F)c1 (configuration not stated) was read as DT40 TDP1 no CPT 23µM* and TDP1 block -2%[12.3 µM].
For Cc1ccc(C)c(-n2c(SCC(=O)N3CCCC3)nnc2-c2ccccn2)c1 the results were N370S GC mod -8%, DT40 TDP1 no CPT -17% and TDP1 block 0%.

Molecules from the list above that contain fluorine:
Screening O=c1[nH]c(CSc2ncc(C(F)(F)F)cc2Cl)nc2cc(C(F)(F)F)ccc12 returned N370S GC mod -4%, DT40 TDP1 no CPT -28% and TDP1 block 4%.
Screening Nc1nc(CSc2nnc(-c3cccc(F)c3)n2-c2ccccc2)nc(N2CCOCC2)n1 returned N370S GC mod 5%, DT40 TDP1 no CPT -22% and TDP1 block 5%.
Screening FC(F)(F)c1cc(-c2ccco2)nc(-n2cnc3ccccc32)n1 returned N370S GC mod 6%, DT40 TDP1 no CPT -17% and TDP1 block 6%.
CN(C)CCN(Cc1ccccc1)S(=O)(=O)c1ccc(-c2cc(C(F)(F)F)on2)s1 was read as DT40 TDP1 no CPT 12µM* and TDP1 block 3%.
For O=C(NC1CCCC1)C(c1ccncc1)N(C(=O)c1csnn1)c1ccc(F)c(Cl)c1 (configuration not stated) the results were N370S GC mod -2%, DT40 TDP1 no CPT 6% and TDP1 block 12%.
For Cc1cc(=O)nc2c3ccccc3n(C(C)C(=O)Nc3cc(F)ccc3F)n12 (configuration not stated) the results were N370S GC mod 6% and DT40 TDP1 no CPT -8%.
Screening Cn1c(N)c(C(=O)COC(=O)c2ccc(OC(F)F)cc2)c(=O)n(C)c1=O returned DT40 TDP1 no CPT inconclusive and TDP1 block 3%.
O=C(CSC1=Nc2ccccc2C2=NC(CCC(=O)NC3CCCCC3)C(=O)N12)Nc1cccc(C(F)(F)F)c1 (configuration not stated) was read as DT40 TDP1 no CPT 23µM* and TDP1 block -2%[12.3 µM].

Compound activity from PubChem.
